Pax4 gene expression = activators of Pax4 gene expression, primary screen, RT-PCR, mouse alpha TC1 cells, single point (AID 1053180); mouse alpha TC1 cells, Pax4 mRNA qPCR, 6 days; hits give high values; 100% = Pax4 plasmid added at qPCR; activation, % at 10 µM; 9,600 tested, 0.2% active;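 active = highest normalized replicate activity of 15 or more, or at least half the replicates reach 15 or more; inactive = neither condition met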;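 also: pax4 Ct normalized to GAPDH with activation seen as lower delta delta Ct; plate controls were plate neutral control wells for no effect and Pax4 plasmid positive control for full effect; each compound tested in two replicate wells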
YAP1 CTGF inhibition = reduction of CTGF mRNA in DLD1 cells – DLD1 colon cancer cells, RT-qPCR, single point, primary screen (AID 743449); DLD1 CTGF mRNA qPCR, 24 h; hits give high values; inhibition, % at 12.5 µM; 9,900 tested, 0.9% active;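 active = mean normalized replicate activity at least 50 and at least half of replicates each reaching 50; inconclusive = only one of the two criteria met; inactive = neither criterion met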;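 also: 0% = neutral control wells and 100% = dasatinib control wells; higher means stronger suppression of CTGF expression like dasatinib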
An asterisk follows results filed as active; ? = inconclusive; nt = no result given; & = joins results of further samples. Not all compounds are listed. The share of hits here may be higher or lower than overall.

SMILES | YAP1 CTGF inhibition | Pax4 gene expression
COc1ccc(S(=O)(=O)N(C)C[C@H]2Oc3c(NC(=O)c4nc5ccccc5s4)cccc3C(=O)N([C@@H](C)CO)C[C@H]2C)cc1 | 32 | 0.0
COCC(=O)N1CC2(C1)[C@H](c1ccccc1)[C@@H](CO)N2C(=O)NC1CCCC1 | -3 | nt
O=C(C[C@H]1CC[C@@H]2[C@H](COC[C@@H](O)CN2C(=O)c2ccncc2)O1)NCc1cc(F)cc(F)c1 | 9 | 0.0
Cc1cccc(-c2ccc([C@@H]3[C@H](CO)N4CCCCN(S(=O)(=O)c5ccccc5F)C[C@@H]34)cc2)c1 | 41 | 0.0
CCCNC(=O)N1C[C@@H]2N[C@H](C1)C2c1ccc(-c2cccc(F)c2)cc1 (stereo partly drawn) | 10&-21 | 0.0&0.0
CN1C(=O)c2cc(NC(=O)NCc3ccccc3)ccc2OC[C@@H]2O[C@H](CC(=O)NCC3CCCCC3)CC[C@@H]21 | 15 | 0.0
CN1C[C@H]2[C@@H](c3ccccc31)[C@H](CO)N2Cc1ccccc1Cl | 42 | 0.0
C[C@H]1CN([C@@H](C)CO)C(=O)c2c(c3ccccc3n2C)-c2ccccc2CO[C@H]1CN(C)C(=O)[C@H](Cc1ccccc1)N(C)C | 28 | 0.0
C[C@@H]1CN([C@H](C)CO)C(=O)c2cccc(NC(=O)NC3CCCCC3)c2O[C@H]1CN(C)Cc1ccc(C(F)(F)F)cc1 | -74 | 0.3
CN(C)CC(=O)N[C@H]1C=C[C@@H](CC(=O)NCc2ccc(Cl)cc2)O[C@H]1CO | -9 | 0.0
COCCNC(=O)C[C@@H]1CC[C@@H]2[C@H](COC[C@H](O)CN2Cc2ccc(Cl)c(Cl)c2)O1 | 15 | 0.0
O=C(C[C@@H]1CC[C@@H]2[C@H](COC[C@@H](O)CN2C(=O)c2ccccc2F)O1)NCc1ccc(Cl)c(Cl)c1 | -1 | 0.0
COc1ccc2c3c([nH]c2c1)[C@@H](CO)N(C(=O)NC(C)C)CC31CN(Cc2ccc(F)cc2)C1 | 3 | 0.0
O=C(Nc1ccc(F)cc1)N1CC(=O)N2[C@H](CO)[C@H](c3ccc(-c4cccc(F)c4)cc3)[C@@H]2C1 | -58 | 0.0
O=C1NCCOCc2cnnn2CC[C@H]1Cc1ccc(F)cc1 | -26 | 0.1
C[C@@H](O)C#Cc1ccc([C@H]2[C@@H](CO)N3CCCCN(CC4CC4)C[C@@H]23)cc1 | 14 | 0.0
C[C@H](CO)N1C[C@H](C)[C@@H](CN(C)Cc2ccc3c(c2)OCO3)Oc2ccc(NC(=O)C3CCCCC3)cc2C1=O | -5 | 0.0
CC(C)C#Cc1ccc([C@@H]2[C@H]3CN(C(=O)NC4CCCC4)CC(=O)N3[C@H]2CO)cc1 | 29 | 0.0
C[C@@H]1CCCCO[C@@H](CN(C)Cc2ccncc2)[C@H](C)CN([C@@H](C)CO)C(=O)c2cc(NS(=O)(=O)c3ccc(Cl)cc3)ccc2O1 | 12 | 0.0
COc1ccccc1CN1[C@@H]2Cn3c(cccc3=O)[C@H]1[C@@H](C(=O)N1CCc3ccccc3C1)[C@@H]2CO | 2 | 0.0
O=C(C[C@H]1CC[C@H]2NC[C@H](O)COC[C@@H]2O1)NCCN1CCCCC1 | 3 | 0.0
CCS(=O)(=O)Nc1ccc2c(c1)C(=O)N(C)[C@H]1CC[C@H](CC(=O)N[C@@H]3CCN(Cc4ccccc4)C3)O[C@@H]1CO2 | -17 | 0.0
C[C@H]1CN([C@@H](C)CO)C(=O)c2cccc(NC(=O)C3CCOCC3)c2O[C@H]1CN(C)C(=O)Nc1cccc2ccccc12 | 3 | 0.0
CCCNC(=O)[C@H]1[C@H](CO)[C@H]2Cn3c(cccc3=O)[C@H]2N1Cc1cccc(F)c1 | -2 | 0.0
CO[C@@H](CN(C)C(=O)c1ccccc1F)[C@@H](C)CN([C@@H](C)CO)S(=O)(=O)c1ccc(F)cc1 | 9 | 0.1
CCS(=O)(=O)Nc1ccc2c(c1)C(=O)N(C)C[C@@H](OC)[C@H](C)CN(CC1CCCCC1)[C@@H](C)CO2 | 4 | 0.0
COc1ccc2c3c(n(C)c2c1)[C@@H](CO)N(C)CC31CN(C(=O)Nc2c(C)noc2C)C1 | ? | 0.0
C/C=C/c1cccc(-c2nc(C(=O)NCc3cccc(OC)c3)cc3c2[C@@H](CCO)N([S@](=O)C(C)(C)C)C3)c1 | 46 | 0.0
CN(C)CC(=O)N1CC2(C1)[C@@H](c1ccccc1)[C@@H](CO)N2C(=O)C1CC1 | 4 | nt
O=C(C[C@@H]1C[C@H]2c3cc(NS(=O)(=O)c4ccc(F)cc4)ccc3O[C@H]2[C@H](CO)O1)N1CCc2ccccc2C1 | 45 | 0.0
Cc1noc(C)c1S(=O)(=O)Nc1ccc2c(c1)C(=O)N([C@H](C)CO)C[C@@H](C)[C@@H](CN(C)C(=O)NC1CCCCC1)O2 | -25 | 0.0
CO[C@@H](CN(C)CC1CCOCC1)[C@H](C)CN(C(=O)Nc1ccc(F)cc1)[C@H](C)CO | -10 | 0.0
O=C(C[C@H]1C=C[C@@H](NC(=O)c2ccc3c(c2)OCO3)[C@@H](CO)O1)NC1Cc2ccccc2C1 | 15 | 0.0
COCC(=O)N1C[C@H]2[C@@H](c3ccccc31)[C@H](CO)N2C(=O)c1ccccc1F | -4 | 0.0
NCC[C@@H]1CC[C@@H](NS(=O)(=O)c2ccc(Cl)cc2)[C@@H](CO)O1 | -78&10 | 0.0&0.0
COc1ccccc1NC(=O)N1C[C@H]2[C@@H](c3ccccc31)[C@@H](CO)N2C(=O)C1CCCC1 | 12 | 0.0
COC(=O)C[C@@H]1CC[C@@H]2[C@H](COC[C@H](O)CN2S(=O)(=O)c2ccccc2OC)O1 | -2 | 0.0
CS(=O)(=O)N1CC(=O)N2[C@H](CO)[C@@H](c3ccc(C#CCC4CCCC4)cc3)[C@H]2C1 | 12 | 0.0
C[C@@H]1CN([C@@H](C)CO)C(=O)c2ccccc2-c2ccccc2CO[C@@H]1CN(C)Cc1cccc2c1OCCCO2 | 15 | 0.1
COc1ccc2c3c(n(C)c2c1)[C@@H](CO)N(C)CC31CN(C(=O)C2CCC2)C1 | -17 | 0.0
O=C(NC1Cc2ccccc2C1)[C@H]1[C@H](CO)[C@H]2Cn3c(cccc3=O)[C@H]2N1C(=O)c1cnccn1 | -4 | 0.0
N#C[C@H]1[C@H](c2ccccc2)[C@@H](CO)N1C(=O)c1ccccc1F | -3 | 0.0
COc1ccc2c3c(n(C)c2c1)[C@H](CO)N(C(=O)Nc1ccc(F)cc1)CC31CCN(C(=O)Nc2c(C)noc2C)CC1 | 18 | 0.0
CCS(=O)(=O)N1CC(=O)N2[C@@H](CO)[C@H](c3ccc(C#CC4CCCCC4)cc3)[C@@H]2C1 | 24 | 0.0
C[C@H](CO)N1C[C@H](C)[C@@H](CN(C)C(=O)Nc2ccc3c(c2)OCO3)OCCCC[C@H](C)Oc2ccc(NS(=O)(=O)c3ccc(F)cc3)cc2C1=O | -20 | 0.0
CO[C@H]1CN(C)C(=O)c2cccc(C#N)c2OCC[C@@H]2CC[C@H](OC)[C@@H](CN(C)C(=O)[C@H]1C)O2 | 1 | 0.0
Cc1nn(C)cc1NC(=O)C[C@H]1CC[C@@H]2[C@@H](COc3ccc(NC(=O)C4CCOCC4)cc3C(=O)N2C)O1 | 15 | 0.0
C[C@H]1CN([C@@H](C)CO)C(=O)c2cc(C#Cc3ccccc3)cnc2O[C@@H]1CN(C)C(=O)c1ccccc1 | 34 | 0.0
COc1ccc2c3c([nH]c2c1)[C@@H](CO)N(Cc1ccccn1)CC31CN(Cc2cccc(F)c2)C1 | -17 | 0.0
C/C=C/c1ccc([C@@H]2[C@H](CO)N3C(=O)CN(S(=O)(=O)c4ccccc4)C[C@@H]23)cc1 | 15 | 0.0

Next structures
SMILES | YAP1 CTGF inhibition | Pax4 gene expression
COc1ccc(S(=O)(=O)N(C)C[C@@H]2OCCCC[C@H](C)Oc3ccc(NC(=O)Cc4ccccc4)cc3C(=O)N([C@@H](C)CO)C[C@H]2C)cc1 | -16 | 0.0
COc1ccc(C#Cc2ccc([C@H]3[C@@H](CO)N4CCCCN(C)C[C@H]34)cc2)cc1 | -113 | 0.1
O=C(NC[C@H]1[C@@H](c2ccccc2)[C@@H](CO)N1C(=O)C1CCC1)NC1CCCC1 | -22 | 0.0
COc1ccccc1NC(=O)N1C[C@H](O)COC[C@H]2O[C@H](CC(=O)NCCc3ccncc3)CC[C@@H]21 | -8 | 0.0
COC(=O)C[C@H]1CC[C@H]2[C@H](COc3ccc(NC(=O)Nc4cccc(C#N)c4)cc3C(=O)N2C)O1 | -20 | 0.0
CCCN1C[C@@H](C)[C@H](OC)CN(C)C(=O)c2cc(NS(=O)(=O)c3ccccc3)ccc2OC[C@H]1C | 4 | 0.0
COCC(=O)Nc1ccc2c(c1)C(=O)N(C)[C@H]1CC[C@H](CC(=O)NCCCN(C)C)O[C@H]1CO2 | -2 | 0.0
COc1ccc(C(=O)N2C[C@@H]3[C@H](c4ccccc42)[C@@H](CO)N3C(=O)Cc2ccccn2)cc1 | -21 | 0.0
C[C@H](CO)N1C[C@H](C)[C@H](CN(C)C(=O)c2ccncc2)OCCCC[C@H](C)Oc2ccc(NC(=O)CCC(F)(F)F)cc2C1=O | 15 | 0.0
O=C(C[C@@H]1CC[C@H]2[C@@H](COC[C@H](O)CN2Cc2ccc3c(c2)OCO3)O1)N1CCCCC1 | -9 | 0.0
CO[C@@H]1CN(C)C(=O)c2ccc(NC(=O)NC(C)C)cc2OC[C@H](C)N(Cc2ccc(-c3ccccn3)cc2)C[C@H]1C | 25 | 0.0
CC[C@@H]1C/C=C\CCNC(=O)CCC(=O)N1 | -42 | 0.0
C/C=C/c1ccc([C@@H]2[C@H](CO)N3C(=O)CN(Cc4ccc(F)cc4)C[C@@H]23)cc1 | -12 | 0.0
O=C(CN1CCOCC1)N1CC2(C1)[C@H](c1ccccc1)[C@@H](CO)N2Cc1cccc(F)c1 | -10 | nt
C[C@@H]1CN([C@H](C)CO)C(=O)CCCn2cc(nn2)CO[C@@H]1CN(C)S(=O)(=O)c1ccc(-n2cccn2)cc1 | -67 | 0.0
CCCC#Cc1ccc([C@H]2[C@H](CO)N3C(=O)CN(C(=O)c4cccnc4)C[C@@H]23)cc1 | 13 | 0.0
COc1cccc(C(=O)Nc2ccc3c(c2)C(=O)N(C)[C@H]2CC[C@@H](CC(=O)N[C@@H](C)c4ccccc4)O[C@@H]2CO3)c1 | -110 | 0.0
COc1cccc(C#Cc2ccc([C@@H]3[C@@H](CO)N4C(=O)CN(C(=O)Cc5cccnc5)C[C@H]34)cc2)c1 | -15 | 0.0

Bioassay records deposited in PubChem by Broad Institute.
